# USP1 inh – blocks the human USP1/UAF1 deubiquitinase complex; hit rate 0.23% among 390,000; Potency, µM (doses to about 57.1 µM), for the others: at the highest dose activity change, negative = inhibition, usual class: inhibitors; recombinant USP1/UAF1, Ub-Rhodamine cleavage fluorescence; also: potency is read from the fitted curve at half-maximal effect; % is scaled to controls: 0 for no effect and ±100 for the full control effect; nearly all actives have a fitted effect of over 60% in size; inactives centre near -12
#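 Step one: compound is pinned into 1nM USP1/UAF1 in HEPES pH 7.8 buffer with TCEP. Step two: 15 min room-temperature incubation. Step three: Ub-Rho (150nM final) starts cleavage, tracked by fluorescence over six one-minute reads.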
# PGK inhibitor – inhibitors of T. brucei phosphoglycerate kinase; PGK/GAPDH coupled, Kinase-Glo luminescence, 60 min; P07378; hit rate 0.043% among 380,000; Potency, µM (top dose mostly 57.5 µM), without a hit: top-dose activity change, negative = inhibition, actives largely listed as inhibitors; also: potency is read from the fitted curve at half-maximal effect; % is scaled to controls: 0 for no effect and ±100 for the full control effect; nearly all actives have a fitted effect of over 60% in size
#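 Luminescent ATP detection (Kinase-Glo Plus) follows a 60-minute room-temperature incubation, with wells lacking PGK as controls. Buffer: 100 mM TEA (pH 7.6), 5 mM MgCl2, 0.01% Tween-20. Coupling enzyme GAPDH (100 nM final) supplies unstable 1,3-BPG in-well.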
# TrxR1 inh – rat TrxR1 inhibition | O89049 | recombinant rTrxR1, NADPH fluorescence consumption, selenite substrate | Potency, µM (titrated, usually from 114 µM), for inactives: top-dose activity change, negative = inhibition, usual class: inhibitors | hit rate 1% among 390,000; also: potency is read from the fitted curve at half-maximal effect; % is scaled to controls: 0 for no effect and ±100 for the full control effect; nearly all actives have a fitted effect of over 65% in size
# Target sequence (O89049 whole entry, looked up): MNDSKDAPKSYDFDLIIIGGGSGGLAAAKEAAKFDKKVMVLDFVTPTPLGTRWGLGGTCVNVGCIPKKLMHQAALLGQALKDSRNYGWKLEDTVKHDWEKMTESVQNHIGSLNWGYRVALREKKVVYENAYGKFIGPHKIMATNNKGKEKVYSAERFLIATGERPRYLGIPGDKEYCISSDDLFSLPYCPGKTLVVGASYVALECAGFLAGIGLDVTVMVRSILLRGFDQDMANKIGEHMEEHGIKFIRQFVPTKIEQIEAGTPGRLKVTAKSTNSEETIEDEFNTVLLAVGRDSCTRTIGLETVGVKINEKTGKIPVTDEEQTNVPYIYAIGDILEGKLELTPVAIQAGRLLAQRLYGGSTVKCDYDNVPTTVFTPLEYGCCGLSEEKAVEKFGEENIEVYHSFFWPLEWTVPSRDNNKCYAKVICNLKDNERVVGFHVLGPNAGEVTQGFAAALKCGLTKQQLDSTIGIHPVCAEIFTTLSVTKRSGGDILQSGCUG
#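 Rat TrxR1 (90 nM in the dispensed reagent) was pre-reduced with 400 uM NADPH for 5 min at room temperature, then incubated with compound for 15 min. After 400 uM selenite was added, NADPH fluorescence (Ex 340/Em 450 nm) was followed for 8 min.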
# TrxR1 substrate – is turned over as a substrate by rat TrxR1; O89049; purified TrxR1 substrate turnover, NADPH consumption readout; Potency, µM (doses to about 114 µM), for the others: at the highest dose activity change, negative = substrate turnover; hit rate 0.01% among 390,000; AID 588456; also: potency is read from the fitted curve at half-maximal effect; % is scaled to controls: 0 for no effect and ±100 for the full control effect; nearly all actives have a fitted effect of over 50% in size
#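 Rat TrxR1, dispensed at 90 nM, was prereduced with 400 uM NADPH (final) for 5 min at ~22 deg C, then incubated with compound 15 min before 400 uM selenite. A first-read NADPH fluorescence drop versus no-compound background flagged substrates.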
# PI4K2A inh – blocks human PI4K2A kinase activity. Q9BTU6. purified PI4K2A, ADP-Glo luminescence, 1 h; active compounds read low. activity change, negative = inhibition, % at 76.9 µM. hit rate 0.13% among 420,000. AID 1346378; in the data active = activity change below about -50%; inconclusive = mostly about -30% to -49%;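 also: -100% = wells without enzyme as full effect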
#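 In this quantitative HTS, ADP production by PI4K2A was quantified luminescently after 1 h at ambient temperature; 100 microM adenosine served as plate-quality control.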
# HP1b binding inh – inhibitors of HP1-beta chromodomain binding to methylated histone tails; AlphaScreen HP1-beta / biotin-H3K9me3 peptide binding; Potency, µM (highest dose often 114 µM), without a hit: top-dose activity change, negative = inhibition, usual class: inhibitors; hit rate 0.56% among 390,000; also: potency is read from the fitted curve at half-maximal effect; nearly all actives have a fitted effect of over 70% in size; inactives centre near 23
# Target sequence (P83916 whole entry, looked up): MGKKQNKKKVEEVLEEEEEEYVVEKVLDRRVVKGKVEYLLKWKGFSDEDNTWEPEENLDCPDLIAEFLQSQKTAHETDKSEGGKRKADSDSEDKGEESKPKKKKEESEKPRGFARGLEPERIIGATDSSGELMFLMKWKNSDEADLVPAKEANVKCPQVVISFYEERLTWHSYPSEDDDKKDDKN
#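 Compound inhibition of the preformed complex between 50 nM HP1-beta and 50 nM biotinylated H3K9me3 peptide was read by AlphaScreen. Buffer was PBS pH 7.4 with 0.01% Tween-20. Incubations ran 30 min at room temperature, with 10 ug/mL donor/acceptor beads.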
# Pin1 inh – blocks the human prolyl isomerase Pin1; Potency, µM (series often up to 115 µM), without a hit: top-dose activity, negative = inhibition, actives largely listed as inhibitors; Q13526; AID 504891; hit rate 0.009% among 390,000; Pin1 FP peptide displacement, HiFluor488, 10 min; active = well fitted inhibition curve with a large enough effect in the polarisation, with a control signal flat, not every such curve was filed as active; inconclusive = small, poorly fitted or top-dose-only effect, or effect the other way, or a change in a side signal; inactive = no such curve, though single readings can be large or run the other way; the % refers to the polarisation; also: potency is read from the fitted curve at half-maximal effect; % is scaled to controls: 0 for no effect and ±100 for the full control effect
# Target sequence (Q13526 whole entry, looked up): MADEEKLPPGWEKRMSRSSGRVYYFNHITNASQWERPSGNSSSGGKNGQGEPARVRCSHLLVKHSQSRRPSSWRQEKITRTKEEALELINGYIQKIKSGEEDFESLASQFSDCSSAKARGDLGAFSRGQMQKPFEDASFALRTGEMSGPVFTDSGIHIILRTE
# GLS inhibitor – blocks human kidney-isoform glutaminase activity; AID 624170; hit rate 0.21% among 410,000; Potency, µM (doses to about 45.5 µM), for the others: top-dose activity change, negative = inhibition, actives largely listed as inhibitors; GLS enzymatic activity, qHTS titration; O94925; also: potency is read from the fitted curve at half-maximal effect; % is scaled to controls: 0 for no effect and ±100 for the full control effect
#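 Human kidney-isoform GLS in 45 mM KH2PO4 pH 8.2, 0.02% Tween-20, with compound, started with 1mM L-Glutamine (added stock). Glutamate oxidase/HRP/Amplex red coupled fluorescence read at start and after 30 min at RT.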
# mIDH1 inhibitor – human IDH1 R132H inhibition. O75874. IDH1-R132H enzyme, NADPH consumption, diaphorase/resazurin fluorescence. Potency, µM (top dose mostly 76.6 µM), inactives show at the top dose activity change, negative = inhibition, most hits filed as inhibitors. hit rate 0.093% among 390,000. AID 602179; also: potency is read from the fitted curve at half-maximal effect; % is scaled to controls: 0 for no effect and ±100 for the full control effect; nearly all actives have a fitted effect of over 65% in size
#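 IDH1-R132H (0.5 ug/mL dispensed) in pH 7.5 Tris buffer was preincubated 30 min with compound, then given a substrate mix of 0.016 mM NADPH and 2 mM alpha-KG for 80 min at room temperature; remaining NADPH was read by diaphorase/resazurin fluorescence.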
# The depositor's hits bear a star; i = inactive; u = inconclusive; x = not tested or not shown; & = joins results of further samples; [ ] = dose if it differs, or a comment. Unless noted, calls follow the shape of the dose curve; as a rule, active = well fitted curve in the direction sought with a large enough effect; inconclusive = small, poorly fitted or top-dose-only effect, or another doubt; inactive = no such curve, though single readings can be large; an effect the other way counts as inactive or inconclusive.
mol,Pin1 inh,mIDH1 inhibitor,TrxR1 substrate,USP1 inh,TrxR1 inh,HP1b binding inh,PGK inhibitor,GLS inhibitor,PI4K2A inh
Cc1ccn2c(C(=O)NN=C3CCN(C)CC3)c(C)nc2c1,-9%,7%,-22%[11.4 µM],-18%,27%[11.4 µM],25%,-2%,-11%,-2
CC(=O)Nc1ccc(S(=O)(=O)N(C)c2nc3ccccc3nc2Cl)cc1,-7%,2%,-3%[57.1 µM],-10%,-30%[57.1 µM],u,-10%,-3%,-7
Cc1cccc(Nc2ccc(C(=O)O)cc2[N+](=O)[O-])c1C,-2%,1%,8%[57.1 µM],-2%,-6%,-8%,7%,-9%,2
Cc1cccc(Cn2ccc(NC(=O)c3ccc4c(c3)OCO4)n2)c1,-11%,2%,-7%,-16%,-3%[57.1 µM],23%,0%,-17%,-5
COc1cc(OC)cc(C(=O)Nc2cc(C)on2)c1,5%,-13%,-2%,-20%,14%,20%,-9%,0%,2
CN(/N=C/c1ccccc1O)C(=S)c1ccccc1,5%,2%,-5%[57.1 µM],-15%,4%[57.1 µM],-5%,-8%,-12%,1
C/C(=N\NC(=S)NCc1ccccc1)c1cccs1,-1%,5%,-2%[57.1 µM],-13%,47%[57.1 µM],u,-1%,3%,1
O=C(CCCC(=O)N(CC(=O)NC1CCCC1)C1CCCC1)Nc1ccccn1,-3%,1%,-9%,-21%,-9%,28%,i,1%,8
CC1Cc2nc(SCC(=O)N3CCN(c4ccccc4)CC3)n(C)c(=O)c2S1 (centres undefined),-3%,16%,6%[57.1 µM],-21%,12%[57.1 µM],10%,0%,14%,-5
C/C(=N\NC(=O)COc1ccc(C)cc1Br)c1cc([N+](=O)[O-])cs1,4%,-8%,0%,-10%,3%,29%,6%,11%,2
O=C(CN1CCSCC1)N/N=C/c1ccc(F)cc1F,-4%,2%,6%,-7%,u,u,3%,5%,10
Cc1ccc(NS(=O)(=O)c2ccc(C(=O)N3CC(C)CC(C)C3)cc2)cc1 (centres undefined),-8%,4%,-6%,-27%,5%,20%,i,-8%,-1
O=C(Nc1ccc2c(c1)CN(Cc1ccccc1O)CC2)C1CCCO1 (centres undefined),-10%,-1%,3%,-17%,24%,23%,i,9%,1
CCc1noc(C)c1C(=O)N1CCCSC1=Nc1ccccc1,5%,-2%,-7%,-1%,6%,29%,-5%,-2%,3
NC(=O)N/N=C/c1ccccc1OC(=O)c1ccccc1Br,0%,7%,15%,-16%,33%[activator],38%,-7%,-23%,2
COC(=O)NC(=C(Cl)Cl)S(=O)(=O)c1ccccc1,11%,3%,-9%[57.1 µM],-20%,u,52%[activator],-2%,-8%,-8
COc1ccc(CNC(=O)c2coc(=O)c3ccccc23)cc1,4%,-2%,-4%,3%,-2%,32%,3%,6%,-2
COc1ccc(CNC(=O)CN(C(=O)CCC(=O)Nc2nccs2)c2ccccc2C)cc1,5%,28%,2%,-7%,9%,-10%,-4%,2%,2
Cc1ccc2nc3c(cc(C(=O)NCCc4ccccc4)c(=N)n3CCCN3CCOCC3)c(=O)n2c1,0%,6%,47%[activator][57.1 µM],-14%,35%[57.1 µM],6%,-9%,-7%,2
COC(=O)c1scc(C)c1S(=O)(=O)Nc1ccc(C)cc1,2%,5%,-4%[57.1 µM],-2%,-2%[57.1 µM],12%,1%,0%,-3
Cc1cccc(C(=O)O)c1NC(=O)Cc1cccc2ccccc12,-4%,0%,6%,-18%,15%,34%,0%,1%,-4
CCc1ccccc1NC(=O)CSc1ncc(S(=O)(=O)c2ccccc2)c(N)n1,0%,14%,4%,-24%,7%,8%,-7%,-2%,1
CCC1CCCCN1S(=O)(=O)c1ccc2c(c1)CCN2C(C)=O (centres undefined),-9%,-6%,-6%,-18%,6%,49%[activator],0%,-2%,3
O=C1CSc2ccc(C(=O)NCCc3ccc(Cl)cc3Cl)cc2N1,13%,3%,6%,-16%,-5%,22%,3%,1%,1
Cc1ccc2c(c1)N(S(=O)(=O)c1ccc3c(c1)NC(=O)CC(=O)N3)CCO2,-1%&6%,14%&2%,-4%&2%[57.1 µM],-8%&-8%,7%&14%[57.1 µM],57%&21%[activator],-5%,-4%&3%,4&-1
O=C(CCCNC(=O)c1ccc(Cl)cc1)Nc1ccc(S(=O)(=O)Nc2ncccn2)cc1,-3%,2%,0%,-14%,6%,20%,-2%,47%[activator],-26
CCCCc1c(O)nc(SCC(=O)c2ccccc2)n(-c2ccccc2OC)c1=O,0%,-9%,0%,-14%,5%[57.1 µM],7%,6%,4%,14
CC(NC(=O)C1CCCCC1)C(c1cccs1)N1CCN(C)CC1 (centres undefined),-2%,0%,5%[57.1 µM],-3%,18%[57.1 µM],21%,-3%,1%,0
COc1ccccc1C(=O)N1C(CC(=O)Nc2ccccc2C)C(=O)NC2CCCCC21 (centres undefined),1%,-2%,5%,-10%,15%,37%,-3%,3%,-1
O=C(Nc1cc(Cl)cc(Cl)c1)c1coc(=O)c(Br)c1,-1%,-3%,115%[activator][57.1 µM],-25%,-4%[57.1 µM],-11%,-17%,0%,-6
C=C(C)C1CC=C(C)/C(=N\NC(=O)CNc2ccccc2OC)C1 (centres undefined),-4%,-2%,-2%,-6%,4%,6%,-5%,15%,-4
CCn1c(C)nc2cc(C(=O)NNC(=O)Nc3ccc(Cl)cc3)ccc21,7%,-1%,8%[57.1 µM],-7%,4%[57.1 µM],35%[activator],i,-19%,1
C/C(=N\N1CCN(Cc2ccccc2)CC1)c1ccco1,-2%,3%,7%,-12%,1%,60%[activator],-10%,2%,-8
Nc1nnc(CSCc2ccc(F)cc2)s1,-2%,-1%,4%[57.1 µM],-5%,-5%[57.1 µM],u,-6%,3%,4
COc1ccccc1NC(=O)COC(=O)CCc1ccc(S(=O)(=O)N2CCOCC2)cc1,1%,5%,2%,-1%,30%,23%,-5%,11%,-6
O=C(CNC(=O)OCc1ccccc1)NC1CCCCNC1=O (centres undefined),1%,-3%,-4%,-16%,3%,59%[activator],i,-28%,2
Cc1cccc(NC(=O)c2ccc(NCC3CCCO3)c([N+](=O)[O-])c2)c1 (centres undefined),23%,7%,-11%,-20%,-3%,-2%,-1%,6%,-3
COc1ccc(NC(=O)C(C)N2C(=O)c3ccccc3C2=O)c(OC)c1 (centres undefined),-3%,2%,-1%,-6%,23%,32%,i,0%,-5
CCc1ccc(OC(C)C(=O)N(Cc2ccco2)C2CCS(=O)(=O)C2)cc1 (centres undefined),-1%,15%,-4%[57.1 µM],-18%,8%[57.1 µM],27%,i,1%,2
O=C(O)c1[nH]c2ccccc2c1CC(=O)N1CCOCC1,u,0%,8%,-9%,15%,27%,4%,12%,-1
CCN1C(=O)[C@H]2[C@@H](c3ccc(C)cc3)N[C@]3(CCCN(Cc4ccc(Cl)cc4)C3=O)[C@H]2C1=O,x,4%,x,-2%,x,x,-2%,3%,9
CCn1c(SCC(=O)NC2CCCc3ccccc32)nnc1-c1cccs1 (centres undefined),1%,11%,17%[57.1 µM],-2%,27%[57.1 µM],0%,-10%,3%,-7
COc1cc(NC(=O)Cn2c(=O)ccc3cc(S(=O)(=O)N4CCCC4)ccc32)cc(OC)c1,28%,-5%,-2%[57.1 µM],-30%,17%[57.1 µM],23%[57 µM],5%,-7%,3
Cc1[nH]c2ccccc2c1C(=O)COC(=O)C1CCC(=O)N1 (centres undefined),-4%,0%,6%[57.1 µM],-3%,6%[57.1 µM],16%,1%,5%,7
CCc1ccc(NC(=O)c2cc(C)nn2-c2ccccc2)cc1,-4%&0%,1%,-11%[57.1 µM],u,10%[57.1 µM],26%&43%,-10%,-13%&-3%,4&4
COCCCNCCCCOc1ccc(C)cc1[N+](=O)[O-],-12%,3%,6%[57.1 µM],-24%,-5%[57.1 µM],u,10%,3%,8
COC(=O)c1scc(-c2ccc(C)cc2)c1S(=O)(=O)Nc1ccc(N(C)C)cc1,u,11%,-14%[57.1 µM],5%,-14%[57.1 µM],u,6%,28%,-2

# The list is partial. The share of hits here may be higher or lower than overall.
